Screening results from PubChem.
CHRM5 antagonist: blocks acetylcholine activation of human M5 receptor. P08912. CHO-hM5 cells, Fluo-8 calcium fluorescence, ACh EC80. inhibition, % at 3 µM. 0.59% of 360,000 active;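 active = inhibition above a per-plate cutoff, the mean of that plate's test compounds plus 3 SD, cut at about 27% in these data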;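 also: 0% = acetylcholine EC80 with DMSO and 100% = DMSO without agonist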
Target sequence (P08912 whole entry, looked up): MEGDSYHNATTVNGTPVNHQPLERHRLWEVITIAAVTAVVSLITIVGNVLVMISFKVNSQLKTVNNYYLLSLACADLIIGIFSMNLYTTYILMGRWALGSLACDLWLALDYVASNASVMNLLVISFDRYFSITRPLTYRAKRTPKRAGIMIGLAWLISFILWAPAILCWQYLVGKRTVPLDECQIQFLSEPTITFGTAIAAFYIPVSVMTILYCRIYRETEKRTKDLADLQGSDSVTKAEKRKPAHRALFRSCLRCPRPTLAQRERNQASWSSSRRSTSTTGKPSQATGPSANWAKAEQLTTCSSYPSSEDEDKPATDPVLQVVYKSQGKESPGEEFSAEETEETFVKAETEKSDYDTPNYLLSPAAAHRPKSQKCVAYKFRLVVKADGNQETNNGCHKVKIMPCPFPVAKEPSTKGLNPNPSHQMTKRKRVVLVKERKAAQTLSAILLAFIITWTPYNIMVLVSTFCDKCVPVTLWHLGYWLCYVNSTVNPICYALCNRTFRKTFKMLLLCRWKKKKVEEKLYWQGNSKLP
CHRM4 antagonist: CHRM4 antagonism in calcium assay; CHO-hM4 cells, ACh EC80, Fluo-8 calcium fluorescence; 0.73% of 360,000 active; AID 624125; inhibition, % at 3 µM;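 active = inhibition above its plate's cutoff, the mean inhibition of sample wells plus 3 SD, cut at about 27% in these data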;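 also: 0% = acetylcholine EC80 with DMSO and 100% = DMSO without agonist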
Target sequence (P08173 whole entry, looked up): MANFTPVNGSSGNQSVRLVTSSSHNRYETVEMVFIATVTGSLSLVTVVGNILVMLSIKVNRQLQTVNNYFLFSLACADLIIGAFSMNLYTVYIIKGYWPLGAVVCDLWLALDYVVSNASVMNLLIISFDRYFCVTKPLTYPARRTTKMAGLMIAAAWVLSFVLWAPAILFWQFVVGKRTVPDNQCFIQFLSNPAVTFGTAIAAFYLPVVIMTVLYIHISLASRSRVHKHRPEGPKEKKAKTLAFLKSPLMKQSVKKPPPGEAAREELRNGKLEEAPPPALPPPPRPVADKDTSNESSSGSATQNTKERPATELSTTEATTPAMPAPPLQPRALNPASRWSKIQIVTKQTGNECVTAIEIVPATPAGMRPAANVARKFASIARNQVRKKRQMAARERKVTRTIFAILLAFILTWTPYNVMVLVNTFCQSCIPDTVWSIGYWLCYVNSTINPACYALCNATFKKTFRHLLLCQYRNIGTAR
CHO-K1 Ca antag: nonselective inhibitor or artifact in parental CHO-K1 cells; ATP-induced calcium, Fluo-8 fluorescence; inhibition, % at 3 µM; 0.6% of 360,000 active;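 active = inhibition above a per-plate cutoff, the plate's mean sample inhibition plus 3 SD, cut at about 24% in these data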;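 also: 0% = DMSO plus EC80 ATP and 100% = DMSO alone without ATP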
CHRM4 PAM: CHRM4 positive allosteric modulation; P08173; activation, % at 3 µM; 0.4% of 360,000 active; CHO-K1 hM4/Gqi5, Fluo-8 calcium fluorescence, ACh EC20; 0% = ACh EC20, 100% = maximal ACh; AID 624126;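 active = activation above its plate's cutoff, the mean activation of sample wells plus 3 SD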; also: some results filed as inactive read as strong as hits
M1 PAM parental: nonselective activator or artifact in parental CHO-K1 calcium assay. ATP EC20, Fluo-8 calcium fluorescence; 0% at ATP EC20, 100% at ATP max. activation, % at 3 µM. 0.02% of 360,000 active. AID 602247;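 active = activation above the run cutoff, the mean activation of all test compounds plus 3 SD, cut at about 40% in these data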;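 also: peak over basal fluorescence ratio in a 140 s read after ATP addition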
M1 ag parental: nonselective activator or artifact in parental CHO-K1 cells | Fluo-8 calcium fluorescence; scaled to maximal ATP response, vehicle zero | activation, % at 3 µM | 0.48% of 360,000 active; in the data active = activation above about 15%;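 also: untransfected CHO-K1 host cells lacking M1 receptor as counterscreen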
M4 ag: agonists of human muscarinic M4 receptor (CHRM4); activation, % at 3 µM; P08173; CHO-K1 hM4/Gqi5, Fluo-8 calcium fluorescence; vehicle 0%, full acetylcholine response 100%; 0.14% of 360,000 active; AID 624127;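 active = activation above the run mean over all test wells plus 3 SD, cut at about 32% in these data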;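 also: peak over basal fluorescence ratio per well then scaled between controls; 0% = DMSO wells and 100% = acetylcholine at EC100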
CHRM5 agonist: agonists of human muscarinic M5 receptor (CHRM5); P08912; CHO-K1 hM5 cells, Fluo-8 calcium fluorescence; 0% DMSO wells, 100% maximal acetylcholine response; activation, % at 3 µM; 0.19% of 360,000 active; AID 624037;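 active = activation above the run's mean over test compounds plus 3 SD, cut at about 23% in these data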;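 also: signal is peak over basal fluorescence ratio across the kinetic read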
M5 PAM: potentiates acetylcholine response at human M5 receptor | P08912 | CHO-K1 hM5, Fluo-8 calcium, ACh EC20 PAM; 0% = ACh EC20, 100% = ACh EC100 | activation, % at 3 µM | 0.3% of 360,000 active | AID 624038;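 active = activation above the run cutoff, the mean activation of all test compounds plus 3 SD, cut at about 18% in these data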
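Probe or stimulus: acetylcholine, EC20 level; Assay system: human M5 receptor in CHO-K1 cells; Schedule: compound preincubation 140 s before EC20 acetylcholine addition; Technique: intracellular calcium via Fluo-8 fluorescence; Dosing: single-point, 3 µM nominal; Read-out basis: percent activation from peak-over-basal fluorescence ratio, scaled EC20-to-EC100 acetylcholine; Repeats: one well per compound, no replicates.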
The depositor's hits bear a star; / = not tested or not shown.

SMILES,CHRM5 antagonist,CHRM4 antagonist,CHO-K1 Ca antag,CHRM4 PAM,M1 PAM parental,M1 ag parental,M4 ag,CHRM5 agonist,M5 PAM
Cc1cc(=O)n(Cc2ccccc2)c(O)c1C#N,2,0,10,-2,-5,0.6,0,0,0
CC1(C(=O)NCc2ccccc2)Cc2c(-c3ccccc3)ccnc2O1 (centres undefined),-7,-8,-9,-2,12,0.7,0,0,-1
Cc1onc(-c2c(Cl)cccc2Cl)c1C(=O)NCc1ccccn1,4,1,-15,4,30,2.2,1,-9,6
CCOc1ccc(NCCC#N)cc1,4,15,-2,4,5,0.1,1,3,-3
CCOC(=O)c1sc(NC(=O)CSc2n[nH]c(-c3ccncc3)n2)c(C#N)c1C,7,-6,19,-3,1,6.5,8,9,-8
Cc1nc(SCC(=O)Nc2ccccc2Cl)oc1C,-1,-24,3,9,-13,0.7,3,-4,-6
O=Cc1c(N2CCN(CCO)CC2)nc2ccccn2c1=O,5,1,-4,7,-1,0.9,1,3,2
CC(C)NC(=O)c1ccc(N(Cc2ccccc2)S(C)(=O)=O)cc1,10,1,2,0,-5,0.3,1,-3,-2
O=[N+]([O-])c1nn(-c2ccc(Cl)cc2)n(O)c1=NCc1ccccc1Cl,18,-6,-11,6,-3,-0.3,-1,-6,-10
O=S(=O)(c1ccc(F)cc1)N1CCC(N2CCCCCC2)CC1,-4,3,15,-4,-9,-0.4,0,-8,-6
N#CCc1nc2c3c4c(sc3ncn2n1)CCCC4,-2,-6,-6,7,7,-0.2,0,-4,1
COc1ccc(NC(=O)C(c2ccccc2)N(C)C(=O)CNC(C)=O)cc1 (centres undefined),-5,-4,0,6,5,0.0,1,2,-4
CC1(c2nnc(Cc3ccccc3)o2)CC(c2ccccc2[N+](=O)[O-])=NO1 (centres undefined),-2,-10,-10,13,9,0.4,1,3,-1
O=C1/C(=C/c2ccccn2)SC(=S)N1Cc1ccccc1,-2,8,-8,-2,-8,0.6,0,3,7
O=C(COc1ccc([N+](=O)[O-])cc1)N(C1CCCCC1)C1CCS(=O)(=O)C1 (centres undefined),3,-12,-3,20,-24,0.4,1,2,-3
COc1cc(OC)nc(Nc2nc(C(C)N)cs2)n1 (centres undefined),1,-5,0,1,12,0.8,1,1,-2
O=C(c1scc2c1CCCC2)N1CCOCC1,5,1,1,1,14,1.2,1,-7,7
COc1ccc(C(C(=O)NC(C)(C)C)N(C(=O)CCC(=O)Nc2cc(C)on2)c2cccc(C)c2C)cc1 (centres undefined),4,10,-12,1,3,0.4,0,2,0
O=[N+]([O-])c1ccc(N2CCN(CCO)CC2)cc1NCc1ccco1,-7,-4,10,-2,4,-0.2,1,0,-2
O=C(Oc1ccc(-c2cnc3ccccc3n2)cc1)c1ccco1,-3,2,-6,7,9,0.8,5,-4,-2
Cc1cc(C)c2nc(-c3cccc(Cl)c3)c(C)c(C(=O)N3CCOCC3)c2c1,-8,-9,12,2,-14,0.2,3,4,11
Cc1ccc(C(=O)CCC(=O)Nc2cccc(C(F)(F)F)c2)cc1,-1,25,1,-3,18,4.6,-1,-3,2
CC1(C)C(=O)Nc2ccccc2N1C(=O)COC(=O)CSc1ccc(F)cc1,-1,-20,-21,3,14,3.0,16,-1,0
CCCn1c(C(O)c2cc(OC)c(OC)c(OC)c2)nc2ccccc21 (centres undefined),17,1,1,-3,-14,0.0,1,0,-6
Cn1ccsc1=NC(=O)c1ccc(=O)[nH]c1,-1,4,-11,-1,6,2.0,0,-3,3
Cc1ccc(S(=O)(=O)C(C#N)c2nc3ccccc3nc2OC(C)C)cc1 (centres undefined),0,3,-15,6,11,1.4,1,0,0
CCc1ccc(NC(=O)C2CCCN2S(=O)(=O)c2ccc3c(c2)n(C)c(=O)c(=O)n3C)cc1 (centres undefined),4,-10,-19,4,23,-0.5,-2,-12,-2
COc1cc(NC(=O)CSC(=S)N2CCCC2)c(OC)cc1Cl,10,-18,-7,3,-5,1.0,1,-4,-16
CC1CCN(C(=O)c2[nH]cnc2C(=O)N[C@@H](Cc2ccccc2)C(=O)OC(C)(C)C)CC1,7,-7,-16,11,19,0.0,6,1,-2
CC1(C)C(=O)Nc2ccccc2N1C(=O)CSc1nnc2ccccn12,1,1,-12,6,22,0.8,1,0,2
CC[C@]12c3[nH]c4ccccc4c3CCN1C(=O)C(CC(=O)NCCCOC)C[C@@H]2C(=O)N1CCN(C(=O)c2ccco2)CC1 (some centres undefined),9,2,-9,0,18,0.0,0,1,-6
COc1cc(OC)c(C2=NOC(C(=O)Nc3c(C)n(C)n(-c4ccccc4)c3=O)C2)cc1Cl (centres undefined),11,3,-10,-1,12,-0.6,1,4,4
COc1cccc(C(=O)N2CCN(c3ccc(N4CCOCC4)nn3)CC2)c1,3,0,-4,2,7,0.5,0,0,1
COc1ccc(Cc2nnc(SCC(=O)N(C)c3ccccc3)o2)cc1,15,1,-8,6,-7,1.2,1,-5,-4
Cc1cc(C)nc(NC2=NCC(=O)N2CCc2c[nH]c3ccccc23)n1,0,-15,-2,-6,12,1.5,10,-4,0
O=C1CCCN1c1ccc(Br)cc1,7,6,4,2,-1,0.2,0,0,-2
CCC(Oc1ccccc1)C(=O)N1CCN(S(=O)(=O)c2ccccc2)CC1 (centres undefined),4,-1,-17,-4,11,3.1,4,2,-6
O=C(NCc1cccs1)C1C(=O)Nc2ccccc2C(=O)N1Cc1ccccc1 (centres undefined),9,-1,/,11,/,/,3,2,-5
CC(C)(C)c1ccc(C(=O)N2CCN(C(=O)C3CCCCC3)CC2)cc1,-3,1,-5,-7,0,0.9,3,-1,-6
C#CCOCCOCCOCCNc1nc(N2CCN(C(=O)CCCCCCCCCCNC(=O)[C@@H](CCSC)n3cc(CCO)nn3)CC2)nc(N2CCN(C(=O)CCCCCCCCCCNC(=O)[C@H]([C@@H](C)CC)n3cc(CCCCN=C(N)N)nn3)CC2)n1,9,17,-6,-10,-8,-0.2,-1,0,-1
O=C(OCC(=O)N1CCN(C(=O)c2ccco2)CC1)c1ccccc1NCCO,-6,-1,-3,5,-19,0.5,1,-1,-2
CCCC1S/C(=N/N=C/c2ccc(OC)cc2)N(Cc2ccc(OC)cc2)C1=O (centres undefined),10,6,3,-2,-7,-0.3,0,0,-8
CCc1ccccc1C1C(=O)c2ccccc2C1=O,-24,-11,-19,-1,3,0.5,0,-7,6
COc1cc(/C=C(\C#N)c2nnc(N3CCOCC3)n2-c2ccccc2)ccc1O,0,3,18,-3,-12,0.8,1,0,-4
O=C(CCCSc1nc(-c2ccco2)cc(C(F)(F)F)n1)NCc1cccs1,-5,-14,-5,-2,7,0.9,2,-1,2
CC(=O)N(C)c1ccc(NC(=S)Nc2cccc3ccccc23)cc1,1,-7,-11,-6,15,0.4,1,-5,-3
COc1ccc(C2CC(=O)Oc3c(C(CCN4CCCCC4)c4ccc(N(C)C)cc4)c(OC)cc(OC)c32)cc1 (centres undefined),2,4,-19,-4,9,1.1,2,-4,2
Cc1ccc(NC(=O)CN(C)C(=O)CSc2nc(C)cc(C)n2)cc1,7,-8,4,2,-7,0.2,3,0,-5
CCOc1ccc(NC(=O)COc2ccc(S(=O)(=O)N3CCCC3)cc2)cc1,12,1,-9,-2,-24,0.8,5,-3,-7
CCc1ccc2oc(C(=O)N3CCN(C)CC3)cc(=O)c2c1,0,2,-22,7,11,2.8,0,-3,5
COc1ccccc1-c1cc(C(=O)N2CCCc3ccccc32)no1,3,-10,-7,-1,5,-0.1,-2,-12,1
CCn1c(SCc2nc3ccccc3c(=O)[nH]2)nnc1-c1cccnc1,1,-6,-20,5,22,1.6,1,4,7
Cc1ccc(C)c2[nH]c(=O)c(CN(Cc3ccco3)S(=O)(=O)c3ccc4c(c3)OCCO4)cc12,-2,-13,-3,-4,17,4.5,19,0,-13
Cc1ccc(S(=O)(=O)n2cccc2/C=C/[N+](=O)[O-])cc1,8,12,6,2,-8,0.4,2,2,10
Cc1ccc(C2CC(c3ccc(C)cc3)n3nc(N)nc3N2)cc1 (centres undefined),-2,-8,-12,5,24,1.5,4,6,2
COc1ccccc1N1CN(Cc2ccccc2)CNC1=S,9,-14,-7,0,10,0.4,1,1,5
COc1ccc(OC)c(NC(=O)c2ccccc2OC(C)=O)c1,18,3,-9,-1,-7,0.0,0,1,-1
CC(C)N(C)C1CCN(C(=O)Nc2ccc(Cl)cc2)CC1,4,-7,-6,3,14,-0.2,0,-6,-3
CCC(=O)OCc1cc(=O)oc2ccc3ccccc3c12,2,-2,-4,0,1,1.4,1,-3,1
CCN(CC)c1ccc2cc(S(=O)(=O)c3ccc(C)cc3)c(=O)oc2c1,-11,-2,8,6,-6,0.1,0,-1,6

The listing continues:
SMILES,CHRM5 antagonist,CHRM4 antagonist,CHO-K1 Ca antag,CHRM4 PAM,M1 PAM parental,M1 ag parental,M4 ag,CHRM5 agonist,M5 PAM
COc1ccccc1N1CCN(C(=S)NC(=O)c2ccc([N+](=O)[O-])cc2)CC1,10,6,3,2,-3,-0.6,-1,2,-2
CSCCC(NS(=O)(=O)c1ccccc1F)C(=O)NCCCn1nc(C)cc1C (centres undefined),5,-1,-2,3,15,1.3,1,0,-1
CSc1cccc(NC(=O)N2CCN(C)CC2)c1,12,1,4,-4,16,10,1,-3,-4
N=c1oc2ccc(Br)cc2cc1C(=O)NC1CCCCCC1,-13,-12,2,7,-7,0.0,1,0,9
Cc1cccc(-c2noc(CCCC(=O)Nc3cccnc3)n2)c1,4,7,6,-2,-2,1.3,8,3,-9
CCOC(=O)NC(NCCc1ccccc1)(C(F)(F)F)C(F)(F)F,-9,-9,-24,8,17,0.1,2,-2,9
CCOc1ccc(Nc2ccc([N+](=O)[O-])c3nonc23)cc1,12,5,12,-14,-15,4.5,7,-2,-13
COC(=O)c1c(-c2ccccc2)csc1NC(=O)C1CC=CCC1C(=O)O (centres undefined),2,-14,2,1,-1,0.0,1,-3,0
CN(C)CCCNC(=S)N(CCCO)Cc1cc2cc3c(cc2[nH]c1=O)OCO3,11,9,5,0,-6,0.1,1,-2,-7
CCc1ccc(C2C(C#N)=C(N)Oc3n[nH]c(CC(=O)OC)c32)cc1 (centres undefined),10,0,-2,0,-4,-0.2,0,-1,-11
CC1=CC(C)(C)N(C(=O)CNC2CCCC2)c2cc(C)ccc21,37*,49*,-16,-27,9,0.1,0,-15,-31
CCN(CC(=O)Nc1c(C(=O)OC)[nH]c2ccc(Cl)cc12)c1ccc2c(c1)OCO2,8,12,7,-5,4,3.1,10,-1,-7

3 compounds already listed, ordered by their value in M5 PAM, smallest number first.
Molecule | M5 PAM
CSc1cccc(NC(=O)N2CCN(C)CC2)c1 | -4
CSCCC(NS(=O)(=O)c1ccccc1F)C(=O)NCCCn1nc(C)cc1C (centres undefined) | -1
COC(=O)c1c(-c2ccccc2)csc1NC(=O)C1CC=CCC1C(=O)O (centres undefined) | 0
